# High-throughput results as filed in PubChem.
# IMP-1 inh – inhibitors of Pseudomonas aeruginosa IMP-1 metallo-beta-lactamase | purified IMP-1, nitrocefin hydrolysis, epi-absorbance fluorescence | inhibition, % at 5.6 µM | actives 0.45% (n = 290,000);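 active = inhibition above the mean plus 3 SD of all compounds in the same screening run, cut at about 4.5% in these data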;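 note: 0% = IMP-1 with DMSO and 100% = DMSO wells lacking enzyme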
#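 System: purified IMP-1; amount: IMP-1 0.2 nM before substrate addition; compound: single dose, 5.6 µM; times: 25 °C, 15 min preincubation, 25 min reaction; signal: Epi-absorbance via hydrolysed-nitrocefin quenching of white-plate fluorescence, 480/530 nm, EDTA stop; benchmarks: DMSO with and without IMP-1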
# DNA FID counter – displaces DNA intercalator in HCV helicase counter-screen; DNA fluorescent intercalator displacement, fluorescence; inhibition, % at 7.9 µM; actives 0.17% (n = 290,000); in the data active = inhibition above about 37%;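 note: 0% = vehicle and 100% = reference compound; higher means more ethidium bromide displaced from hairpin DNA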
# IDE act – IDE (human) activation, cell-based | P14735 | HEK cells, FAbeta-B cleavage, fluorescence polarization; 0% vehicle, 100% cell-free pure enzyme wells | activation, % at 5.96 µM | actives 0.073% (n = 340,000) | AID 493087;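 active = activation above the mean of all tested compounds plus 3 SD, set per screening campaign, cut at about 17% in these data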
# Target sequence (P14735 whole entry, looked up): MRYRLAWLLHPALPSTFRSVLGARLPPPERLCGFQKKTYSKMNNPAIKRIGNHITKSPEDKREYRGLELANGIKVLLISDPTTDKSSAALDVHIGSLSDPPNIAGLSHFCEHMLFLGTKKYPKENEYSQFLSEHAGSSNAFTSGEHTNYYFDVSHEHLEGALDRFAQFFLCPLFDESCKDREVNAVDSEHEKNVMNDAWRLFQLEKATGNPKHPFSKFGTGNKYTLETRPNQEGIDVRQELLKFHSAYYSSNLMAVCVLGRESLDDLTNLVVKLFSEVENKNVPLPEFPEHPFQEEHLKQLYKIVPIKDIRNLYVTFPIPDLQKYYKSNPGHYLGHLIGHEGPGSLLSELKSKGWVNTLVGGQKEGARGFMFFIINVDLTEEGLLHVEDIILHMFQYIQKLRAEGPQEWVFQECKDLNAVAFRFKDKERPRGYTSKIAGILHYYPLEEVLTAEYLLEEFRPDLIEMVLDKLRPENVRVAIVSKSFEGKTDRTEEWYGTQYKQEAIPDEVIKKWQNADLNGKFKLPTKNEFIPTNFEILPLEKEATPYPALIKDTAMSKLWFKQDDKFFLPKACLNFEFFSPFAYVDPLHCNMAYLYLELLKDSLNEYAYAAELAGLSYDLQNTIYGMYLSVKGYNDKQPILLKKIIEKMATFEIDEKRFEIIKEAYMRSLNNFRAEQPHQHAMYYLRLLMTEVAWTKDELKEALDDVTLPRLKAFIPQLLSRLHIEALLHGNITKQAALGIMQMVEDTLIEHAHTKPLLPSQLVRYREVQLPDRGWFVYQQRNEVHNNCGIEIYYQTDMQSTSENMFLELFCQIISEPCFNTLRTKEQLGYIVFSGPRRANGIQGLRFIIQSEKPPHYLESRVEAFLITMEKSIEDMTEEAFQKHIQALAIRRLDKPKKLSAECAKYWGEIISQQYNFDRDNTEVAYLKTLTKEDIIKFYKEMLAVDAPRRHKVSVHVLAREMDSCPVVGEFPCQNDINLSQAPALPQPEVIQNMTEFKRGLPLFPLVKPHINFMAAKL
# IDE inh – inhibits human insulin-degrading enzyme in HEK cells | FAbetaB cleavage, fluorescence polarization | inhibition, % at 5.59 µM | actives 0.41% (n = 320,000);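 active = percent inhibition above the average of all tested compounds plus 3 SD, set per screening campaign, cut at about 16% in these data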;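 note: IDE supplied by intact live HEK cells; FP after avidin binding of uncleaved biotin substrate so inhibition keeps polarization high; 0% = DMSO wells and 100% = 60 µM reference IDE inhibitor Ii1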
# UBC9 SUMO inh – SUMOylation inhibition; inhibition, % at 35 µM; HTRF SUMOylation assay, SAE1/SAE2 + UBC9, in vitro; actives 0.36% (n = 290,000); in the data active = inhibition above about 50%, passing the limit was not always enough; note: strong numbers were not always called active
# VIM-2 inhibitor – inhibitors of Pseudomonas aeruginosa VIM-2 metallo-beta-lactamase. purified VIM-2, nitrocefin hydrolysis, epi-absorbance fluorescence. inhibition, % at 5.6 µM. actives 0.89% (n = 290,000). AID 1527;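 active = inhibition above the mean of all tested compounds plus 3 SD, cutoff set per screening run, cut at about 7.5% in these data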;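 note: red hydrolysis product quenches plate fluorescence so inhibitors raise well fluorescence; 0% = enzyme with DMSO and 100% = DMSO without enzyme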
# HCV NS3 hel inh – HCV NS3 helicase inhibition. actives 0.56% (n = 290,000). inhibition, % at 10.9 µM. NS3 helicase DNA unwinding, Cy5 molecular beacon fluorescence;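 active = inhibition above the mean of all tested compounds plus 3 SD, set per campaign, cut at about 35% in these data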;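 note: 0% = DMSO wells and 100% = thioflavine S control wells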
#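 Control set: DMSO versus 110 µM thioflavine S; Material: NS3 helicase fragment of HCV; Measured by: Cy5 fluorescence at 0 and 60 min, beacon hairpin quenching; Read-out basis: percent inhibition from t60/t0 fluorescence ratio; Times: reaction time 60 min, 25 °C; Repeats: single replicate; Compound dosing: single dose, 10.9 µM nominal final, DMSO 0.8% final.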
# p-CIP stab down – p/CIP protein destabilization; Q05BA5; F442A p/CIP-EGFP cells, EGFP fluorescence, 16 h; decrease of EGFP signal, % at 10 µM; actives 0.01% (n = 290,000); AID 1984;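 active = EGFP signal decrease of at least 30% at 10 µM or well 3 SD below plate mean, unless failing retest; inactive = the rest, including hits failing retest or dose response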; note: some compounds called inactive have numbers as strong as hits; many of its hits are not listed in these tables
# M18AAP inhibitor – blocks P. falciparum M18 aspartyl aminopeptidase | recombinant PfM18AAP, H-Glu-NHMec fluorogenic cleavage | inhibition, % at 7.35 µM | actives 1.2% (n = 290,000);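 active = inhibition above the campaign mean inhibition over all tested compounds plus 3 SD, cut at about 28% in these data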;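 note: 0% = plate median of test compound wells and 100% = 2 mM ZnCl2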
# * hit, by the source's call; . = not tested or not shown; & = joins results of further samples. No enrichment for hits; overall some 3.6% were active at least once.
SMILES,IMP-1 inh,DNA FID counter,IDE act,IDE inh,UBC9 SUMO inh,VIM-2 inhibitor,HCV NS3 hel inh,p-CIP stab down,M18AAP inhibitor
COc1cc2c(cc1OC)C(C)N(C(=O)Nc1cc(C)cc(C)c1)CC2 (stereo unspecified),-1.1,-30,0,0,16,-0.8,-3,-3,-14
CCOC(=O)C(C)c1nn(C)c(=O)c2ccccc12 (stereo unspecified),-0.2,-4,-1,2,14,-1.7,-3,-24,-7
O=[N+]([O-])c1cccc(-c2nnc(SCc3cccnc3)o2)c1,-1.2,8,5,-1,22,-0.2,-4,-6,-2
O=C(NCc1ccco1)C1CCCN(S(=O)(=O)c2ccc(Cl)cc2)C1 (stereo unspecified),-1.6,-12,2,2,4,-0.1,-2,6,0
Cc1cccc(C(=O)N2CCc3cc(-c4nc(NC(=O)CN5CCCC5)sc4C)ccc32)c1,-4.0,-19,6,3,7,-3.7,-54,5,0
NNc1nc(-c2ccccc2Cl)nc2sc3c(c12)CCCC3,-2.9,-8,2,5,10,-2.6,0,-4,15
COC(=O)c1cccn(CC(=O)c2ccc(Cl)cc2)c1=O,-2.3,-1,5,-6,12,-2.4,10,3,-8
O=C(CSc1ccccn1)Nc1ccc(F)c([N+](=O)[O-])c1,-3.0,3,8,-3,10,-3.0,-5,3,-6
Cc1ccc(NC(=O)CN2CCc3cc4c(cc3C2C)OCCCO4)cc1C (stereo unspecified),0.6,-7,0,4,-2,-0.9,-18,2,-2
NC(=O)c1ccccc1NC(=O)CCN1C(=O)c2ccccc2C1=O,-3.9,-1,-1,-3,-18,-3.6,2,-11,4
CCN(CC)C(=O)NC1CC(=O)N(c2ccc(OC)cc2)C1 (stereo unspecified),-4.0,-6,4,2,-1,-2.9,4,-8,-7
Cn1cc2c(=O)n(/N=C/c3ccccc3)cnc2n1,-0.8,-4,-6,0,1,-0.8,19,-4,19
COc1cc(C)c(Br)cc1S(=O)(=O)NCCCN1CCOCC1,-0.5,7,4,4,-8,-0.3,-3,9,5
O=C(c1ccc(Cl)c([N+](=O)[O-])c1)N1CCN(c2ccccc2)CC1,-2.8,-11,3,-7,-18,-0.8,-2,-5,-1
Cc1ccccc1NC(=S)NC1CCCC1,-1.7,-6,-1,1,3,-2.1,-3,-17,-1
COc1ccc(S(=O)(=O)NCc2cccnc2)cc1C(=O)NC1CCCCC1,-2.1,-15,0,3,12,-4.5,2,-12,0
NC(=O)c1c(N)sc2c1CCC2,-3.6,5,3,.,21,-3.5,0,-1,21
O=C(Nc1cccs1)N1CCN(c2ncccn2)CC1,1.6,-20,4,-1,22,-1.1,13,3,23
CC1CCC(N2CCN(C(=O)c3ccccc3F)CC2)CC1 (stereo unspecified),-1.6,5,4,6,-6,-2.2,7,-11,0
CCCCCCCCCCCCN1C/C(=C\C(=O)OCC)c2ccccc2S1(=O)=O,0.8,-28,1,-3,-8,-1.0,80*,-4,-4
Cc1cc(C)nc(N2CCCC(C(=O)Nc3ccc4nc(C)c(C)nc4c3)C2)n1 (stereo unspecified),-0.6,-14,7,-2,7,-1.1,-10,10,-6
CCN1CCCC1Cn1cnc2c([nH]c3ccc(OC)cc32)c1=O (stereo unspecified),-0.6,-1,3,2,36,0.0,-3,-4,-12
Cn1c(SCc2cc(=O)n3cc(Br)ccc3n2)nnc1C1COc2ccccc2O1 (stereo unspecified),-6.4,-33,-4,4,23,0.3,-5,-11,-5
CC1CCN(CCCNC(=O)CCc2nnc3n(CCc4ccccc4)c(=O)c4ccccc4n23)CC1,-1.7,9,3,4,8,1.6,-13,5,-2
Cn1c(SCC(=O)Nc2ccc3c(c2)oc2ccccc23)nnc1-c1ccccc1,-6.0,-3,-24,13,36,-4.1,-2,-8,3
CCCc1nc(-c2ccc(-c3ccc(F)cc3)cc2)no1,-1.2,1,3,-2,-9,-2.0,2,-13,6
CCCN(CCC)Cc1c(C(=O)N/N=C/c2cccs2)nnn1-c1nonc1N,-4.0,-19,0,-1,-13,-3.6,1,0,4
Cc1csc(NC(=O)c2nn(C)c(C)c2[N+](=O)[O-])n1,-4.0,6,-1,-2,35,-4.5,-2,12,2
CC1CCCN(C(=O)CSc2nnc(-c3cccnc3)n2C2CCCCC2)C1 (stereo unspecified),-2.6,-30,-17,13,-3,-2.2,-2,2,-4
C=CCn1cccc(C(=O)Nc2ccc(OC)cc2)c1=O,-1.7,0,.,3,7,-1.4,10,2,6
Cc1ccc(NC(=O)Cn2cncc2-c2ccc([N+](=O)[O-])cc2)cc1C,12*,12,9,9,-4,-1.9,-9,-6,-5
O=C(COC(=O)c1cccnc1Cl)NCc1ccc2c(c1)OCO2,-2.0,-3,5,-2,12,1.0,-3,-6,2
CCC(=O)Nc1ccccc1-c1nc2ccccc2[nH]c1=O,-2.6,-6,6,.,6,-4.1,13,-17,7
Cc1cc(Br)ccc1SCC(=O)Nc1cccnc1,-1.7,-5,5,1,22,-2.6,3,7,3
O=C(c1cc(COc2ccc3ncccc3c2)on1)N1CCCC(O)C1 (stereo unspecified),-1.6,-9,-3,0,4,-1.8,10,-13,-1
Cc1nc2ccc(N=NC3=C(O)CCCC3=O)cc2s1,-2.0,-6,4,-1,-4,-1.0,6,-9,-15
O=C(Nc1cccnc1)c1ccc2nc(-c3ccccc3)c(-c3ccccc3)nc2c1,-2.8,-11,4,-2,-9,-2.2,-10,-10,-4
CC(NC(=O)c1cc(-c2ccc(Br)cc2)on1)c1ccccc1 (stereo unspecified),2.2,-1,0,-1,-3,0.2,-1,-3,8
Cc1ccc(-n2c(SCC(=O)O)nc3sc4c(c3c2=O)CCCC4)cc1,2.9,-22,2,0,18,2.1,16,-1,-5
CCCCc1nc2c(=O)[nH]c3ccccc3c2o1,-5.0,-8,0,-3,19,-1.1,11,-9,-13
Cn1ncc2nnn(-c3ccccc3)c(=O)c21,-3.0,-1,2,-3,2,-2.8,6,3,8
O=C(CSc1nc2nc(-c3cccs3)cc(C(F)(F)F)c2c(=O)[nH]1)C(F)(F)F,4.9*,-1,-1,4,29,22*,4,-8,11
COc1cccc(-n2nc3c(=O)n(Cc4ccccc4Cl)nc(C)c3c2C)c1,-3.2,-4,5,3,-4,-2.9,-2,-7,-7
CCCC1(C(=O)OCC)NC(c2ccc(N(C)C)cc2)C2C(=O)N(c3ccccc3)C(=O)C21 (stereo unspecified),-1.9,-7,0,-3,-6,0.1,3,-52,-8
COc1ccc(-n2nc3c(c2NC(=O)C2CCCC2)CS(=O)C3)cc1 (stereo unspecified),-4.8,-1,7,2,23,-3.1,-3,-17,5
COc1ccc(NC(=O)COC(=O)C2CC(=O)N(Cc3ccc(C)cc3)C2)cc1 (stereo unspecified),-0.8,-30,2,0,-10,-2.8,10,-12,1
O=C(NC1CCCC1)C(c1ccncc1)N(C(=O)c1ccco1)c1ccccc1 (stereo unspecified),-2.4,-16,2,9,-4,-2.9,7,-12,-9
CCn1ccc(C(=O)Nc2ccsc2C(=O)OC)n1,-0.3,-14,-2,-4,14,6.2,14,9,-11
O=C1OCCC1Sc1ncnc2sc3c(c12)CCC3 (stereo unspecified),-0.3,-3,-2,0,-3,4.0,2,-2,1
COc1ccc(C2CC(=O)Oc3cc(O)cc(O)c32)cc1 (stereo unspecified),.,.,1,0,-2,.,.,-10,.

# Of the compounds above, these contain a furan ring, fused or not.
SMILES,IMP-1 inh,DNA FID counter,IDE act,IDE inh,UBC9 SUMO inh,VIM-2 inhibitor,HCV NS3 hel inh,p-CIP stab down,M18AAP inhibitor
O=C(NCc1ccco1)C1CCCN(S(=O)(=O)c2ccc(Cl)cc2)C1 (stereo unspecified),-1.6,-12,2,2,4,-0.1,-2,6,0
Cn1c(SCC(=O)Nc2ccc3c(c2)oc2ccccc23)nnc1-c1ccccc1,-6.0,-3,-24,13,36,-4.1,-2,-8,3
O=C(NC1CCCC1)C(c1ccncc1)N(C(=O)c1ccco1)c1ccccc1 (stereo unspecified),-2.4,-16,2,9,-4,-2.9,7,-12,-9

# Continuation:
SMILES,IMP-1 inh,DNA FID counter,IDE act,IDE inh,UBC9 SUMO inh,VIM-2 inhibitor,HCV NS3 hel inh,p-CIP stab down,M18AAP inhibitor
CC(C)CC(=O)NC(=S)Nc1ccc(S(=O)(=O)NC(C)(C)C)cc1,-0.8,-15,2,-2,6,-2.9,1,-4,-4
CNCCOc1nc(N2CCOCC2)nc(C)c1[N+](=O)[O-],-0.9,-1,3,2,-1,-2.2,1,-4,1
CCS(=O)(=O)c1ccc(OC)c(N=Nc2ccc(O)c3ncccc23)c1,-3.8,-2,7,-2,-61,-2.0,0,4,4
CSc1nc(Cc2ccccc2)cc(=O)[nH]1,-0.7,-4,-2,4,17,-1.6,-3,-6,-13
COC(=O)c1ccc(NC(=O)C2CC(=O)OC2c2ccccc2)cc1 (stereo unspecified),-1.9,-8,6,1,12,0.0,-2,0,-3
COc1ccc(N=NC2C(=O)N(c3ccccc3)N=C2C)cc1 (stereo unspecified),-5.1,-17,-1,2,-24,-1.9,12,-4,-1
COc1ccc(/C(N)=N/OC(=O)c2ccc(Br)o2)cc1,-1.4,-3,6,-2,0,-0.7,-3,3,1
CCC(=O)N1N=C(c2ccc(C)o2)CC1c1ccc(OC)cc1 (stereo unspecified),-2.5,-22,-4,4,19,-0.3,1,2,-4
CCOCc1[nH]c(=S)[nH]c(=O)c1Cc1ccc(OC(C)C)cc1,1.5,-20,2,-2,-4,-0.1,15,-3,1
COc1cc(C(=O)Nc2nnc(C3CC3)s2)ccc1OCc1c(C)noc1C,-2.8,-19,1,-10,2,-0.8,-4,0,4
Cc1ccc(S(=O)(=O)N2CCC(C(=O)N3CCC3)CC2)cc1,0.6,-7,5,-6,3,0.7,4,-27,-7
CC(=O)NC(CC(=O)OCC(=O)c1c(N)n(C)c(=O)n(C)c1=O)c1ccccc1 (stereo unspecified),-3.8,-9,-4,4,7,-3.4,2,0,3
Oc1ccc2ccccc2c1N=Nc1ccc(F)cc1,-2.4&-1.3,-2&2,7,-3,27&21,-3.1&-2.3,6&3,3&-3,1&-1
CCc1ccc(S(=O)(=O)c2cn(C)c3cc(OC)c(OC)cc3c2=O)cc1,-0.6,-35,6,-3,7,2.7,12,-4,-11
CC(=O)OCC(=O)[C@@]1(O)CC[C@H]2[C@@H]3CCC4=CC(=O)CC[C@]4(C)[C@H]3[C@@H](O)C[C@@]21C,-1.1,-23,-2&5,-4&0,-3,-0.2,-4,4,0
CCC1CCCCN1S(=O)(=O)c1ccc(C(=O)Nc2nnc(-c3ccccc3Cl)o2)cc1 (stereo unspecified),-2.5,-5,0,9,-7,-3.6,8,-1,6
O=C(O)c1ccc(COc2ccccc2/C=C2\NC(=O)N(Cc3ccc(F)cc3)C2=O)cc1,-1.5,-14,4,4,1,-0.3,7,-1,0
COc1ccc(C2C(C(=O)NCc3ccccn3)c3ccccc3C(=O)N2C)cc1OC (stereo unspecified),-1.3,-18,4,8,-20,0.1,8,-2,4
